# Bioassay records from PubChem BioAssay.
# TNAP act hiacc: TNAP activators at high phosphate acceptor level, primary screen, biochemical, luminescence, uHTS; Alkaline phosphatase, tissue-nonspecific isozyme (Homo sapiens), P05186; purified TNAP, CDP-star luminescence, 1 M DEA, 30 min; hits give high values; 0 = EDTA background, 1 = DMSO-only activity; activation factor at 20 µM; 200,000 tested, under 10 active; AID 1136, 2008;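 active = activation factor at least 2 at 20 µM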
#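 Test system – human TNAP · Doses – 20 µM single point · Incubation – 30 min, room temperature · Signal – luminescent substrate turnover signal · Read-out basis – activation factor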
# bIAP act: bovine intestinal alkaline phosphatase activators, primary screen, biochemical, bovine IAP, CDP-star luminescence; activation factor at 20 µM; 0.17% of 200,000 active; purified bovine IAP, 30 min; hits give high values; fold of DMSO-control signal, blank-subtracted; alkaline phosphatase, intestinal [Bos taurus];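 active = activation factor of 2 or more at 20 µM, a signal rise over negative controls twice the positive control's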
# APP 5'UTR act: activators of APP 5'UTR luciferase reporter, primary screen, SH-SY5Y cells; SH-SY5Y APP 5'UTR luciferase reporter, luminescence; zero percent = DMSO vehicle wells; activation, % at 2 µM; 1% of 190,000 active;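 active = activation above a set limit, based on mean plus 3 SD of controls, cut at about 140% in these data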; note: values of inactives mirror those of a sister screen read the other way
# PMI activator: activators of human PMI, primary screen, biochemical, fluorescence intensity, near-Km mannose 6-phosphate | Mannose-6-phosphate isomerase (Homo sapiens), P34949 | purified human PMI, coupled resazurin fluorescence, 20 min; hits give high values; 1 = vehicle control, 0 substrate-free wells | activation factor at 20 µM | 0.005% of 190,000 active | AID 1214, 2008;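 active = activation factor of 2 or more at 20 µM, relative to plate controls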
# Target sequence (P34949 whole entry, looked up): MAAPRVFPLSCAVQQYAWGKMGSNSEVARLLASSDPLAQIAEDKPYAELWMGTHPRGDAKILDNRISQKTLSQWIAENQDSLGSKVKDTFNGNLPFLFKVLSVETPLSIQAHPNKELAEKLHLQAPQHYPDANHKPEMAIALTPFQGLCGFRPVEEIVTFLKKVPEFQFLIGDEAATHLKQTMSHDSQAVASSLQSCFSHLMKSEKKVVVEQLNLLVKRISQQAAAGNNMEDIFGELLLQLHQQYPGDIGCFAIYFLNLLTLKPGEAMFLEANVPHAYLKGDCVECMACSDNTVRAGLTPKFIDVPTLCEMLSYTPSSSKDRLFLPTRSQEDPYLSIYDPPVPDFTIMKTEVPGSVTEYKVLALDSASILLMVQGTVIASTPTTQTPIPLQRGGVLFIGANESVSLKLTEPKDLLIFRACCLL
# TNAP inh hi DEA: human TNAP enzyme inhibitors, primary screen, biochemical, luminescent, high phosphate acceptor level, uHTS | 0.03% of 200,000 active | inhibition, % at 20 µM | AID 1135, 2008 | purified TNAP, CDP-star luminescence, 1 M DEA | Alkaline phosphatase, tissue-nonspecific isozyme (Homo sapiens), P05186;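 active = over 50% inhibition of tissue-nonspecific alkaline phosphatase at 20 µM in the single-dose screen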;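 note: plate controls were DMSO wells for no effect and EDTA-quenched wells as full inhibition for full effect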
# NF-kB expr up: activators of NF-kB expression in neurons, primary screen, cell-based, HTS | human neuronal cells, NF-kB reporter expression; hits give high values | fold change at 12.5 µM | 1.6% of 190,000 active; in the data active = fold change above about 3.3
# PMI act satM6P: human PMI activators, high substrate, primary screen, biochemical, fluorescence intensity, near-saturating mannose 6-phosphate. coupled PMI enzyme assay, resazurin fluorescence, 20 min; hits give high values; 1 = untreated enzyme, 0 = substrate-free blank. activation factor at 20 µM. 0.34% of 190,000 active;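 active = activation factor of 2 or more at 20 µM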
#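 Material: human phosphomannose isomerase with PGI, G6PDH, diaphorase coupling enzymes. Quantity: 15 ng/mL PMI. Medium: HEPES pH 7.4 buffer with MgCl2 and Tween-20. Reagent: Near-saturating mannose-6-phosphate, 1.0 mM. Compound: 20 µM single dose. Times: enzyme reaction with compound 20 min at room temperature. Detection: resorufin fluorescence at Ex 544/Em 590 nm.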
# FLuc act counter: FLuc activators, initial screening, artefact control for FLuc-dependent activation tests, biochemical, ATPlite luminescence | ATPlite luciferase biochemical, 10 min; 0 = ATP-free wells, 1 = DMSO control | 200,000 tested, under 10 active | AID 1027, 2008 | Luciferin 4-monooxygenase (Photinus pyralis), P08659 | activation factor at 10 µM;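 active = luciferase activation factor, scaled between plate controls, of at least 2 with compound at 10 µM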
# Target sequence (P08659 whole entry, looked up): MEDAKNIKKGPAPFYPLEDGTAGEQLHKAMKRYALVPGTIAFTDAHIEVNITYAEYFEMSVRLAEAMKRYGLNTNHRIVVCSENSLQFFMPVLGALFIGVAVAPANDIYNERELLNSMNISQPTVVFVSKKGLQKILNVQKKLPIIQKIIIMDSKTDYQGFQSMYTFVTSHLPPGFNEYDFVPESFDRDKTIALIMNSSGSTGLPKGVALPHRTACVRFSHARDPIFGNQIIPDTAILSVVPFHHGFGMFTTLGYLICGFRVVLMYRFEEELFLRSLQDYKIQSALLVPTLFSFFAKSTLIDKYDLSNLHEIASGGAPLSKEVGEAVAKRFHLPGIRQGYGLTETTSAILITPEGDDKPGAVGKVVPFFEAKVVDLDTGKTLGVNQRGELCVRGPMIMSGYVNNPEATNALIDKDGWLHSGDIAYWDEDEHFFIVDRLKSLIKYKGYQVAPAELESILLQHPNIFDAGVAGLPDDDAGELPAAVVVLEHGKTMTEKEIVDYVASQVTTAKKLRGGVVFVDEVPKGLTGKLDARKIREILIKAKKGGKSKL
#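 Assay system: Luciferase/luciferin detection reagent, cell-free biochemical luciferase assay / Read-out: luciferase activation / Benchmarks: No-ATP low control, compound-free enzyme-plus-ATP high control / Medium: PBS buffer for ATP / Detection: luminescence measurement of luciferase light output / Schedule: 10 min at ambient temperature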
# FLuc inhib CS: firefly luciferase enzyme inhibitors, primary screen, artefact control for luciferase-based inhibitor screens, biochemical, luminescence, ATPLite; Luciferin 4-monooxygenase (Photinus pyralis), P08659; 10 min; inhibition, % at 10 µM; 1.5% of 200,000 active; AID 1006, 2008;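 active = inhibition above about 50% when tested at 10 µM, limit read from the data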
# TNAP inh no acc: human TNAP enzyme inhibitors, primary screen, biochemical, luminescent, no phosphate acceptor, uHTS | inhibition, % at 20 µM | 0.26% of 200,000 active | purified TNAP, CDP-star luminescence, 30 min;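 active = tissue-nonspecific alkaline phosphatase inhibition above about 50% at 20 µM in the single-dose screen, limit read from the data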;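 note: 0% = DMSO negative control and 100% = EDTA positive control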
# An asterisk follows results filed as active.
compound,TNAP act hiacc,bIAP act,APP 5'UTR act,PMI activator,TNAP inh hi DEA,NF-kB expr up,PMI act satM6P,FLuc act counter,FLuc inhib CS,TNAP inh no acc
Cc1nnc(SCC(=O)c2ccc(Br)cc2)s1,1,1,41.4,0.8,-3.2,0.91,1,0.9,10.7,-5.6
CSC(=Nc1cccc(C)c1)NC#N,1.1,1,-9.1,0.9,-5.0,1.34,0.9,1,-1.3,-4.1
O=C(Cn1cnc2c(nnn2Cc2ccccc2)c1=O)NCc1ccco1,1.1,0.9,26.0,0.9,-6.7,1.08,0.9,1,-4.4,-13.7
CC(C)N1C(=O)CC(Nc2ccc(N3CCOCC3)cc2)C1=O (configuration not stated),1,0.9,-16.9,0.9,-3.6,1.08,1,1,-3.9,-8.3
O=C(CCCn1c(=S)[nH]c2ccccc2c1=O)N1CCN(c2cccc(Cl)c2)CC1,1,1,-0.1,1,0.3,0.96,1,1.1,-6.6,-6.6
Cc1cc(C)nc(/N=C(\N)Nc2ccccc2-c2ccccc2)n1,1.1,1.1,-11.2,1,-7.5,0.88,1,1.1,-7.1,-17.7
CCOC(=O)C1C(=O)CC(C)(O)C(C(=O)OCC)C1c1ccco1 (configuration not stated),1,1,14.8,1,-4.5,1.15,1,1.1,-7.4,-10.2
COc1ccc(-n2c(O)c(/C=N/NS(=O)(=O)c3cc(C)ccc3C)c3ccccc3c2=O)cc1OC,1,1,2.8,1.2,-3.3,0.94,1.1,1.1,-5.4,-182.2
CCCCN1C(=O)c2ccc(C(=O)Nc3cccnc3)cc2C1=O,1,0.9,-8.5,0.8,3.5,1.24,0.8,1,2.0,-5.4
CC(NC(=O)c1cccnc1)C(=O)N1CCCCC1 (configuration not stated),1,1,8.0,1.1,-3.1,1.04,1.1,1.1,-5.3,-8.8
O=C(c1cccc2ccccc12)C1CCCN(C(=O)CCN2CCCO2)C1 (configuration not stated),1,1,11.7,1,1.4,1.02,1,0.9,6.5,9.1
CC(=O)c1c(NCCc2ccccc2)nc(=S)n(-c2ccccc2)c1C,1,1,-11.4,0.8,-1.8,1.39,0.6,1,-4.4,-1.7
CN(CCCNC(=O)c1cc2c(=O)[nH]c3ccccc3c2n1C)Cc1ccccc1,1.1,1.1,4.7,0.9,-5.4,0.85,1,1,-4.9,-14.5
O=C(O)c1cccnc1SC1CC(=O)N(c2cccc(C(F)(F)F)c2)C1=O (configuration not stated),1,0.9,0.2,1.1,-0.3,1.14,1.3,1,-3.8,-9.6
CC(C)Cn1c(CN2CCN(C(=O)c3ccco3)CC2)nc2c1c(=O)n(C)c(=O)n2C,1,1,-9.8,1,-4.1,1.64,1.1,1.1,-7.2,-10.9
CCOC(=O)c1cc(OC(=O)c2ccccc2OC)n(-c2ccccc2)n1,1.1,1,-6.1,1.1,-7.6,1.1,1.1,1,-2.2,-16.7
Cc1ccc(-c2nn(-c3ccccc3)cc2C2CC(c3cccs3)=NN2C(=O)CCCC(=O)O)cc1 (configuration not stated),1,1,-1.1,0.9,-3.3,1.08,1,1.1,-6.5,-7.7
CCOc1ccc(Cc2c(Cl)nc(SC)nc2N(C)C)cc1,1,0.9,-2.6,0.8,-2.7,1.03,0.9,1.1,-7.2,-3.5
O=C(NC1CC2CCC1C2)C1COc2ccccc2O1 (configuration not stated),1,1,9.8,1,-3.2,1.53,0.9,1.1,-7.4,-11.3
C#CCOCCOCCOCCNc1nc(N2CCN(C(=O)[C@H]([C@@H](C)CC)n3cc([C@@H](N)Cc4ccc(O)cc4)nn3)CC2)nc(N2CCN(C(=O)[C@H]([C@@H](C)CC)n3cc([C@@H](N)CC(C)C)nn3)CC2)n1,1,1.1,6.8,1.2,-1.2,1.09,1.2,0.9,5.1,-19.6
COCCNC(=O)c1cc(-c2ccccc2OC)on1,1.1,0.9,7.8,0.9,-7.1,1.57,0.8,0.9,11.4,-15.0
CCCCN(C)C(=O)C(Cc1ccccc1)NS(=O)(=O)c1ccc2c(c1)c(=O)n(C)c(=O)n2C (configuration not stated),1.1,1,17.2,1,-7.8,0.41,1,1.1,-9.5,-19.4
COc1ccc(CCNC(=O)C2CCCN(Cc3nc(-c4cccc(Cl)c4)oc3C)C2)cc1OC (configuration not stated),1,1,-3.3,0.9,-2.0,0.6,0.9,1.1,-5.7,-1.7
O=C(OCn1nnc2ccccc2c1=O)C12CC3CC(CC(O)(C3)C1)C2,1,0.7,12.9,0.9,-1.7,1.1,0.9,1,-0.5,-8.2
N=c1c2c(n(Cc3ccc(F)cc3)c3c1CCC3)CCCC2,1,0.9,-7.7,1,-0.4,0.66,1,1.1,-5.8,-12.6
Cc1ccc(SC(c2ccc(C)cc2)C(Cn2cncn2)C(=O)c2ccccc2)cc1 (configuration not stated),1.1,0.9,-8.0,0.9,-10.9,1.01,0.9,1,-3.0,-4.0
O=C(CSc1nnc(COc2cccc3cccnc23)o1)N1CCN(C(=O)c2ccco2)CC1,1,0.4,3.0,1,0.0,1.05,1.1,1.1,-5.3,-6.1
COCCNC(=O)c1cn(C)c(=O)c2cc(OC)c(OC)cc12,1.1,1,6.8,1,-9.7,1.01,0.9,1,-3.3,-15.3
COc1ccc(OC)c(NC(=O)CN2CCN(C(=O)c3ccco3)CC2)c1,1,1,21.4,1,-0.4,1.07,1,1,1.0,-7.2
O=C(CSc1nnc(CNC(=O)c2cccs2)o1)NC1CCCCC1,1,0.9,-7.2,0.9,-4.1,1.09,0.9,1.1,-5.3,-8.9

# Taken from above:
# In bIAP act, `CCOC(=O)c1cc(OC(=O)c2ccccc2OC)n(-c2ccccc2)n1` is listed with 1
# In NF-kB expr up, `Cc1nnc(SCC(=O)c2ccc(Br)cc2)s1` is listed with 0.91
# In FLuc inhib CS, `O=C(CSc1nnc(CNC(=O)c2cccs2)o1)NC1CCCCC1` is listed with -5.3
# In TNAP inh no acc, `O=C(Cn1cnc2c(nnn2Cc2ccccc2)c1=O)NCc1ccco1` is listed with -13.7
# In bIAP act, `CN(CCCNC(=O)c1cc2c(=O)[nH]c3ccccc3c2n1C)Cc1ccccc1` is listed with 1.1

# An excerpt from above in order of formula weight, ascending.
compound,TNAP act hiacc,bIAP act,APP 5'UTR act,PMI activator,TNAP inh hi DEA,NF-kB expr up,PMI act satM6P,FLuc act counter,FLuc inhib CS,TNAP inh no acc
CCCCN1C(=O)c2ccc(C(=O)Nc3cccnc3)cc2C1=O,1,0.9,-8.5,0.8,3.5,1.24,0.8,1,2.0,-5.4
COc1ccc(OC)c(NC(=O)CN2CCN(C(=O)c3ccco3)CC2)c1,1,1,21.4,1,-0.4,1.07,1,1,1.0,-7.2
CC(C)Cn1c(CN2CCN(C(=O)c3ccco3)CC2)nc2c1c(=O)n(C)c(=O)n2C,1,1,-9.8,1,-4.1,1.64,1.1,1.1,-7.2,-10.9

# Going on with the list:
compound,TNAP act hiacc,bIAP act,APP 5'UTR act,PMI activator,TNAP inh hi DEA,NF-kB expr up,PMI act satM6P,FLuc act counter,FLuc inhib CS,TNAP inh no acc
C#CCOCCOCCOCCNc1nc(N2CCOCC2)nc(N2CCN(C(=O)[C@H](Cc3ccc(O)cc3)n3cc([C@@H](N)CC(C)C)nn3)CC2)n1,1.1,1.1,4.5,1.1,-6.2,0.93,1,1.1,-10.4,-4.3
CCSC(C)CC1C/C(=N/O)c2c(C)noc2C1 (configuration not stated),1,0.9,-0.7,1.1,-4.3,1.17,1.1,1,-1.9,-9.5
COc1cc2ccccc2cc1-c1nnc(COc2ccccc2)o1,1.1,1.1,5.4,0.9,-5.0,1.07,1,1,2.1,-14.7
COc1ccc(C(=O)NCc2cccnc2)cc1OC,1,0.9,8.8,1.1,-4.5,1.23,1,1,3.3,10.8
COCC(C)NCc1ccc(C)cc1C (configuration not stated),1,0.9,10.9,0.8,0.9,1.02,0.8,1,-4.6,-8.9
COC(=O)c1sc(NC(=O)C2CCCCC2C(=O)O)c(C(=O)OC)c1C (configuration not stated),1.1,0.9,22.2,1.1,-9.9,1.17,1,1.1,-8.2,-11.9
Cc1onc(C(=O)N2CCC(C(N)=O)CC2)c1-c1ccccc1Cl,1.1,0.8,-2.8,1,-5.3,0.99,1,1.1,-6.0,-17.5
COCCNC(=O)C(c1ccc(F)cc1)N(C(=O)CCC(=O)Nc1nccs1)c1ccc(C)cc1 (configuration not stated),1,1.1,-1.7,1,-1.2,0.9,0.8,1,-3.9,0.3
CCOc1cc(CNC2CCCC2)c(Cl)cc1OCC(=O)Nc1ccccc1,1,1,6.9,1.1,-4.8,0.82,1,1.1,-5.7,-15.3
N#Cc1c(-n2cccc2/C=N/O)sc2c1CCCC2,1,0.7,7.5,0.9,-2.1,1.13,0.9,1,-4.8,-4.8
CCN(CC)C(=O)c1sc2nc(-c3ccc(OC)cc3)cn2c1C,1,1,116.9,0.9,-4.5,2.89,0.9,0.6,44.7,-15.8
O=C(c1cc(-c2ccccn2)nc2c(Cl)cccc12)N1CCN(C(=O)C2CCCO2)CC1 (configuration not stated),1,1,9.8,1,-2.7,0.87,1,1,1.1,-10.7
CCOc1ccccc1C(=O)N1CCC(n2nnc3cc(C)ccc32)CC1,1.1,1,4.5,0.9,-7.2,0.88,1,1.1,-8.9,-8.3
C=CCc1ccc(OCCCOc2ccc(C)c(C)c2)c(OC)c1,1.1,0.8,-9.9,0.9,-6.2,1.06,1,1,-4.0,-12.0
NC(=O)c1ccsc1NC(=O)COC(=O)Cc1ccsc1,1,0.9,-12.4,0.9,1.7,1.01,0.9,1,-1.6,-5.1
Cc1ccc(SCC(=O)NCc2ccncc2)cc1,1.1,1.4,9.7,1,-5.3,1.12,1.1,1.1,-6.4,-0.3
CC(NC(=O)c1ccco1)C(=O)Nc1nc(-c2ccccn2)cs1 (configuration not stated),1.1,1.4,-14.4,0.7,-6.7,0.75,0.7,1,-4.8,-37.8
CSCCC(NC(=O)c1cc([N+](=O)[O-])cc([N+](=O)[O-])c1)c1nc2ccccc2[nH]1 (configuration not stated),1.1,0.9,-4.2,0.8,-6.8,0.62,0.7,1,-1.9,-6.9
Cc1cccc(NC(=O)CSc2c3c(nc4ccccc24)CCC3)n1,1,0.9,4.0,1.1,-1.2,0.91,1.2,1.1,-6.0,-0.8
COCCNC(=O)C(=O)NNS(=O)(=O)c1ccc(Cl)cc1,1,1.2,10.0,1,-0.7,1.13,0.9,1,0.8,-1.9
O=C(Nc1nnc(-c2ccc(Cl)cc2)o1)c1nc2ccccc2s1,1,1,4.5,0.9,-4.7,1.1,0.9,1,-1.6,1.7
NC(=O)N/N=C/c1ccccc1OCC(=O)NCc1ccccc1,1,1,7.8,1,-2.9,1.38,1,1.1,-7.0,-3.5
